DNMT1 inh = human DNMT1 methyltransferase inhibitors, primary screen, biochemical, molecular beacon, fluorescence, HinP1I cleavage, uHTS | inhibition (reported as % activation of signal), % at 10 µM | 360,000 tested, 0.83% active | AID 588458, 2011; in the data active = inhibition above about 50%
Scp-1 inhibitor = Scp-1 phosphatase inhibitors, primary screen, biochemical, colorimetric, uHTS. Carboxy-terminal domain RNA polymerase II polypeptide A small phosphatase 1 (Homo …. Recombinant Scp1, phosphopeptide, malachite green phosphate absorbance. inhibition, % at 20 µM. 340,000 tested, 0.88% active. AID 493091, 2011;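 active = inhibition above about 50% at 20 µM, limit read from the data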;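 note: plate controls were DMSO wells with enzyme for no effect and wells lacking enzyme for full effect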
Target sequence (Q9GZU7 76-261 limits assumed): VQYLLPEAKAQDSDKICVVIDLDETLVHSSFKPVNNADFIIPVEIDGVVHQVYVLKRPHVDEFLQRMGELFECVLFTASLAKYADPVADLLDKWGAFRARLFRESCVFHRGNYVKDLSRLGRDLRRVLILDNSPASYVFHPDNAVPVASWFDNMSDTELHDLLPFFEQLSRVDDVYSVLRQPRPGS
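Material – SCP-1 phosphatase catalytic domain, residues 76-261 · Buffer or medium – Acidic Tris acetate buffer with magnesium and detergent · Also added – Phospho 17-mer peptide substrate · Compound – single 20 µM dose, 1% DMSO · Times – 45 min room-temperature reaction, 5 min colour, 30 min stabiliser · Technique – Phosphate-binding colour reagent, absorbance read at 630 nm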
SUMO1-SIM PPI = modulators of SUMO1 protein-protein interactions, primary screen, biochemical, uHTS; inhibition, % at 20 µM; 360,000 tested, 0.33% active; Small ubiquitin-related modifier 1 (Homo sapiens), P63165; AID 602429, 2012; SUMO1 binding to a labelled peptide, TR-FRET, 1 h; in the data active = inhibition above about 37%
NadD block = inhibitors of S. aureus NadD, primary screen, biochemical, colorimetric, uHTS | Nicotinate-nucleotide adenylyltransferase NadD (Staphylococcus aureus N315) | purified NadD enzyme, colorimetric absorbance read-out | inhibition, % at 20 µM | 360,000 tested, 0.78% active; in the data active = inhibition above about 26%; note: some compounds past the cut are filed as inactive
MLLE-PAM2 inh = inhibitors of PABP1 MLLE–PAM2 peptide binding, primary screen, biochemical, fluorescence polarization, FITC-PAM2, GST-MLLE; Polyadenylate-binding protein 1 (Homo sapiens), P11940; inhibition, % at 20 µM; 360,000 tested, 0.36% active; AID 588489, 2011; in the data active = inhibition above about 35%, passing the limit was not always enough;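 note: plate controls were DMSO wells with GST-MLLE for no effect and wells lacking GST-MLLE protein for full effect; some results filed as inactive read as strong as hits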
CSN inh = inhibitors of CSN-mediated cullin deneddylation, primary screen, biochemical, fluorescence polarization, uHTS; 360,000 tested, 0.38% active; COP9 signalosome complex subunit 5 (Homo sapiens), Q92905; inhibition, % at 12.5 µM; Purified CSN, SCF-Nedd8-OG deneddylation;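 active = pattern-corrected inhibition above about 35%, with an unprinted fluorescence ratio check between 0.5 and 1.5, limit read from the data, passing the limit was not always enough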;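 note: 0% = enzyme with substrate and 100% = substrate without enzyme; some results filed as inactive read as strong as hits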
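Schedule: reaction 90 min, room temperature / Assay system: HEK293T-derived human Csn5 enzyme / Input: Csn5 at 0.24 nM final / Measure: inhibition of Csn5 cleavage, % / Control set: substrate-only high control, full reaction low control / Technique: fluorescence polarization of the substrate / Buffer or medium: Tris/NaCl/DTT buffer, pH 7.5 / Reagent: SCFSkp2-Nedd8OG substrate at 10 nM final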
Tb MetRS inh = T. brucei MetRS inhibitors, primary screen, biochemical, luminescence; methionyl-tRNA synthetase (Trypanosoma brucei brucei); purified T. brucei MetRS, ATP depletion, Kinase-Glo luminescence; inhibition, % at 11.9 µM; 360,000 tested, 0.4% active; AID 624268, 2012;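 active = inhibition above a per-plate cutoff of the control wells' mean inhibition plus 3 SD, cut at about 5.5% in these data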;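 note: 0% = DMSO wells median and 100% = median of wells with control inhibitor compound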
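Measured by: Kinase-Glo luciferase luminescence reporting remaining unconsumed ATP. Material: purified T. brucei MetRS enzyme. Doses: 11.9 µM compound single dose, 0.9% DMSO. Medium: HEPES buffer containing pyrophosphatase, BSA, spermine, DTT. Times: 15 min preincubation, 2 h reaction, all 25 °C. Reagent: methionine, ATP and bulk E. coli tRNA.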
LMPTP inh = LMPTP phosphatase inhibitors, primary screen, biochemical, fluorescence intensity, uHTS. AID 651560, 2012. inhibition, % at 20 µM. 360,000 tested, 0.22% active. recombinant LMPTP-A, OMFP fluorogenic substrate;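 active = compounds that cut the enzyme signal by at least half of the control window in the single-dose screen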;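 note: plate controls were DMSO wells with enzyme plus substrate for no effect and substrate without enzyme for full effect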
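Test system: LMPTP-A phosphatase enzyme; input: 0.625 nM LMPTP-A final; reagent: OMFP substrate, 400 µM final; compound dosing: 20 µM single dose, 3% DMSO; incubation: 50 min dark incubation at room temperature; measured by: endpoint fluorescence intensity from OMFP dephosphorylation; measure: % inhibition relative to no-enzyme and uninhibited control wells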
Rpn11 inh = Rpn11 (PSMD14) deubiquitinase inhibitors, primary screen, biochemical, fluorescence polarization, uHTS | 26S proteasome non-ATPase regulatory subunit 14 (Homo sapiens), O00487 | 360,000 tested, 0.59% active | human 26S proteasome, Ub4-pepOG fluorescence polarization; 20S core pre-blocked with epoxomicin | calls only at 20 µM;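 active = inhibition at 20 µM, scaled to each plate's controls, above about 33%, limit read from the data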
Target sequence (O00487 whole entry, looked up): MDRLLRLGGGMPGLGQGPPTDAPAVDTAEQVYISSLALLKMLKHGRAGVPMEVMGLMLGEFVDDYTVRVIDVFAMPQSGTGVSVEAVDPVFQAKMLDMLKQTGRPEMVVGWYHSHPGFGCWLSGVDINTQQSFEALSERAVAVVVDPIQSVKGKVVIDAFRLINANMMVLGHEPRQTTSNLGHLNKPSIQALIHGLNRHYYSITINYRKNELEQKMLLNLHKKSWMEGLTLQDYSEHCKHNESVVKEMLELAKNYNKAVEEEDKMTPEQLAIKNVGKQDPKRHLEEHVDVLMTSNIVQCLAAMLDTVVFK
STEP block = STEP phosphatase inhibitors, primary screen, biochemical, fluorescence intensity, uHTS; Tyrosine-protein phosphatase non-receptor type 5 (Homo sapiens), P54829; recombinant STEP, OMFP fluorogenic substrate; inhibition, % at 20 µM; 360,000 tested, 0.25% active; AID 588621, 2011;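 active = inhibition at 20 µM, scaled per plate between control wells, above about 37%, limit read from the data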;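 note: 0% = DMSO with enzyme and substrate and 100% = substrate only without enzyme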
Target sequence (P54829 whole entry, looked up): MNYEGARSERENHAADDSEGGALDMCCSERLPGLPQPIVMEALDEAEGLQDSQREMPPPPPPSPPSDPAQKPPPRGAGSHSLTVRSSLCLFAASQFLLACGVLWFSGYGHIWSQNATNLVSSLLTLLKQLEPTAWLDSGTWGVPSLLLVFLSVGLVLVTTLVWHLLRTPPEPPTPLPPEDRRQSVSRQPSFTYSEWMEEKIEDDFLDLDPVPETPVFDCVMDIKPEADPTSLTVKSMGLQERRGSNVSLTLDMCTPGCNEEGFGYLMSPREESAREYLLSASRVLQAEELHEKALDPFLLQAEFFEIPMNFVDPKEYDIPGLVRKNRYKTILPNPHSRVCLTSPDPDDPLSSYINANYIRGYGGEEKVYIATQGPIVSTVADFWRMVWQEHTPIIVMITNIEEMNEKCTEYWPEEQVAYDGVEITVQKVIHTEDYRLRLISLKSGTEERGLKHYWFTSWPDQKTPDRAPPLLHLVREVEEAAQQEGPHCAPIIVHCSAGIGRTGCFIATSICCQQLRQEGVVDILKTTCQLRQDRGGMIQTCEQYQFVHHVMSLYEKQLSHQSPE
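System: isolated STEP enzyme; schedule: 20 min enzyme reaction at room temperature, protected from light; medium: Bis-Tris buffer pH 6.0, 2.5 mM DTT, 0.005% Tween 20; signal: fluorescence, 480/540 nm; dosing: single compound dose of 20 µM, 1% DMSO final; also added: OMFP substrate, 25 µM final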
Active calls of the source: *; i = inactive; / = not tested or not shown; + = active, no number.

SMILES	DNMT1 inh	Scp-1 inhibitor	SUMO1-SIM PPI	NadD block	MLLE-PAM2 inh	CSN inh	Tb MetRS inh	LMPTP inh	Rpn11 inh	STEP block
C=C(C)Cn1c(-c2ccc(OC)cc2)nc2ccccc21	2	-2	0	-4	-1	0	-0.5	8.2	i	2
Cc1cnc(NC(=O)c2cc3c(s2)CCCC3)s1	-1	-2	-3	-3	6	-2	-0.6	2.0	i	1
CC(NC(=O)c1cccs1)C(c1cccs1)N1CCN(c2ccccc2)CC1 (stereo not drawn)	-2	-6	1	5	8	2	-0.6	1.1	i	2
O=C(Cc1ccc([N+](=O)[O-])cc1)NCc1ccc2c(c1)OCO2	2	-7	-16	0	12	-16	0.5	-0.6	i	1
O=C(CCCN1C(=O)c2ccccc2C1=O)N1CCCCC1	1	3	-9	5	1	-4	-1.2	-0.1	i	-1
CC(C)(C)c1ccc(CN2N=C(/C=C/c3ccccc3)CCC2=O)cc1	-7	-12	4	1	5	-5	0.6	4.9	i	0
Cc1ccc(NC(=S)NCCC2=CCCCC2)cc1	7	0	0	-1	-35	0	-1.5	-0.5	i	-3
NC(=O)CC(NC(=O)c1cccc(Br)c1)c1ccc(NCC2CC2)c([N+](=O)[O-])c1 (stereo not drawn)	-5	-11	-13	-8	7	-6	-0.1	0.0	i	-1
Cc1cc(C)c2c(c1)cc(C)c1nnc(SCC(=O)Nc3ccccc3N3CCOCC3)n12	-5	15	-9	4	16	2	0.4	-0.7	i	1
O=C(O)CC(Cn1[nH]nnc1=S)c1ccccc1 (stereo not drawn)	1	0	-3	4	-77	3	-0.5	-0.6	i	0

Quoted from the entries so far (five entries):
SMILES	DNMT1 inh	Scp-1 inhibitor	SUMO1-SIM PPI	NadD block	MLLE-PAM2 inh	CSN inh	Tb MetRS inh	LMPTP inh	Rpn11 inh	STEP block
C=C(C)Cn1c(-c2ccc(OC)cc2)nc2ccccc21	2	-2	0	-4	-1	0	-0.5	8.2	i	2
Cc1cnc(NC(=O)c2cc3c(s2)CCCC3)s1	-1	-2	-3	-3	6	-2	-0.6	2.0	i	1
CC(NC(=O)c1cccs1)C(c1cccs1)N1CCN(c2ccccc2)CC1 (stereo not drawn)	-2	-6	1	5	8	2	-0.6	1.1	i	2
O=C(Cc1ccc([N+](=O)[O-])cc1)NCc1ccc2c(c1)OCO2	2	-7	-16	0	12	-16	0.5	-0.6	i	1
O=C(CCCN1C(=O)c2ccccc2C1=O)N1CCCCC1	1	3	-9	5	1	-4	-1.2	-0.1	i	-1

Back to the main list with the two entries that preceded the break.
SMILES	DNMT1 inh	Scp-1 inhibitor	SUMO1-SIM PPI	NadD block	MLLE-PAM2 inh	CSN inh	Tb MetRS inh	LMPTP inh	Rpn11 inh	STEP block
Cc1cc(C)c2c(c1)cc(C)c1nnc(SCC(=O)Nc3ccccc3N3CCOCC3)n12	-5	15	-9	4	16	2	0.4	-0.7	i	1
O=C(O)CC(Cn1[nH]nnc1=S)c1ccccc1 (stereo not drawn)	1	0	-3	4	-77	3	-0.5	-0.6	i	0
CC(C)(O)C#Cc1ccc(C(=O)NC(CCCNC(N)=O)C(=O)O)s1 (stereo not drawn)	2	-7	0	4	15	2	-0.2	-1.7	i	-1
N#Cc1c(NC(=O)CSc2ncccn2)oc(-c2ccccc2)c1-c1ccccc1	36	11	-4	12	2	-2	0.0	3.0	i	-1
O=C(CNC(=O)c1ccc(Br)o1)NNC(=O)c1n[nH]c(=O)c2ccccc12	1	-3	0	-6	4	-2	-0.5	-1.8	i	0
COc1ccc(C(=O)COc2ccc3ccc(=O)oc3c2)cc1	1	-17	-17	-4	3	-4	0.0	0.1	i	2
O=C(CNC(=O)c1ccc(Cl)cc1Cl)OCc1nc2ccccc2s1	-6	1	0	-3	0	6	0.0	1.6	i	2
Cn1cc(SCC(=O)O)c2ccccc21	-2	-7	3	-4	12	-2	-0.7	-0.2	i	-1
C[C@@H](O)C1NC(=O)[C@H](CCCCN)NC(=O)c2cc([N+](=O)[O-])cc(F)c2NCCCC[C@@H](C(N)=O)NC1=O (stereo partly drawn)	-56	-2	-80	-1	8	6	0.1	-8.3	i	-3
CCC(=O)n1nc(-c2cccnc2)nc1NCc1ccc(F)cc1	4	-1	3	-5	-3	2	0.0	-1.0	i	-4
CC1(C)COCN1C(=O)c1ccc(Cl)c(Cl)c1	3	-5	4	1	-2	-3	-0.3	-1.4	i	2
Cc1cc(-c2ccc(C(C)C)c(S(=O)(=O)N3CCOc4ccccc43)c2)on1	-2	-10	-1	-5	-18	1	0.3	4.1	i	2
O=C(CCN1C(=O)c2ccccc2C1=O)C1=NN[C@@H]2C(=O)N(c3cccc(Cl)c3)C(=O)[C@H]12	-1	-5	-9	-1	13	-10	-0.3	-1.6	i	2
Cc1ccc(F)cc1NC(=O)N1c2ccccc2NC(=O)CC1C (stereo not drawn)	4	6	0	-4	5	1	-0.8	-0.5	i	2
COc1ccc(CC(=O)Nc2ccc(-c3noc(-c4ccc(Cl)cc4)n3)cc2)cc1	51*	10	15	8	-6	1	0.0	22	+	6
O=c1c2cc(Br)ccc2nc(-c2ccc(Cl)cc2)n1O	0	65*	1	-4	5	5	-0.9	51*	i	96*
Cn1c(NC(=O)C2CCCC2)cc(=O)n(C)c1=O	2	-6	2	-1	-8	1	-0.6	-1.0	i	1
NC(N)=NN=C1c2ccccc2-c2ccccc21	2	-9	-10	-4	-3	-5	-0.5	-0.4	i	-2
CCOC(=O)c1sc(/N=C/N(C)C)c(C(=O)OCC)c1C	2	-2	-3	-2	-5	5	0.0	-1.4	i	2
COc1ccccc1CCn1cnc(Cc2cccc(F)c2)c1C(C)C	/	/	2	-8	/	3	0.8	-0.6	/	/
CCOC(=O)C1CCCCN1Cc1ccc(-c2ccccc2)cc1 (stereo not drawn)	4	-2	2	3	6	-5	-0.3	0.8	i	-2
O=[N+]([O-])c1cc(Br)cc(/C=N/n2cnnc2)c1O	1	-2	-31	-2	-5	2	-0.8	1.8	i	1
O=c1ccc(=O)n2n1CC(O)C2	3	3	-1	3	-5	1	-0.7	-0.5	i	2
COc1ccc(NC(=O)Nc2ccc3nonc3c2)cc1	3	-14	-24	-10	-5	-1	-0.3	-2.0	i	1
O=C1c2c(-c3ccc(Br)cc3)noc2CCN1Cc1cn(C2CCCC2)nn1	/	/	1	/	/	3	-0.2	0.2	/	/
Cn1c(SCc2ccccc2)nc2ccsc2c1=O	-3	-6	0	-5	2	-11	-0.2	1.8	i	2
COCCn1c(C)cc(C(=O)COC(=O)c2ccc3c(c2)NC(=O)CS3)c1C	-12	-6	-2	1	16	1	0.2	-1.8	i	6
Cc1cccc(C(=O)OCC(=O)Nc2ccc(N3CCCCC3)cc2)c1O	26	-8	1	5	-13	9	-1.5	-1.7	i	-3
CCOc1cc(NC(=S)NCCCN(C)C)c(OCC)cc1NC(=O)C1CC1	3	0	-3	1	22	-1	-0.3	-1.5	i	4
Nc1cnn(C2CCCO2)c(=O)n1 (stereo not drawn)	1	-5	-5	0	-5	-2	-0.3	-2.3	i	-2
Cn1c(SCC(=O)N2CCN(c3ccccc3)CC2)nnc1-c1c[nH]c2ccccc12	0	4	-7	1	-31	-1	0.4	-0.5	i	1
COC(=O)Cc1ccc2oc(-c3cccnc3)nc2c1	-2	-7	0	-6	-13	-6	0.9	-1.0	i	0
Cc1ccc(N(Cc2ccccc2)C(=O)c2cc(S(=O)(=O)N3CCOCC3)ccc2C)cc1	-1	-12	8	-5	10	3	-0.5	1.0	i	-2
CC(=O)/C(N=Nc1ccc(SC(F)F)cc1)=C(\C)O	3	4	-8	1	-7	-10	-0.9	0.0	i	-2
Oc1[nH]c2ccccc2c1N=Nc1nc2ccccc2s1	2	31	-42	5	-75	4	0.0	15	+	1
CCCn1c(-c2ccc(F)cc2)n[nH]c1=S	8	-7	3	3	-16	-4	0.0	-1.1	i	-2
COc1ccccc1OCC(=O)OC/C(O)=C(\C#N)c1nc2ccccc2[nH]1	-11	-5	12	6	-35	1	1.2	-0.7	i	-1
COc1ccc2c(c1)C(=O)C1(CC2)OC1c1cccnc1 (stereo not drawn)	-6	/	-9	-2	-11	-1	0.4	-0.5	i	-2
COc1cc(OC)c(C(=O)NCC2CCCO2)cc1OC (stereo not drawn)	-2	-5	1	-6	7	-6	0.0	-1.6	i	0
Cc1csc2nc(O)c(C(=O)NC3CCCCCC3)c(=O)n12	0	-10	5	11	14	-5	-0.4	3.5	i	4
COCC(C)N=C1SCCN1Cc1ccccc1 (stereo not drawn)	0	-12	4	-3	3	-4	-0.3	-0.1	i	-2
CNc1nc(N)c([N+](=O)[O-])c(NCc2ccccc2)n1	-1	-2	-8	0	5	-4	0.4	-1.7	i	2
S=C(Nc1ccccc1)N(Cc1ccccc1)Cc1ccncc1	-1	-5	0	-5	-49	-2	0.6	-0.1	i	1

Screens from PubChem BioAssay.
